# PfG6PD inh – PfG6PD (Plasmodium falciparum) enzyme inhibition. PfGluPho enzyme, NADPH resazurin-diaphorase fluorescence. inhibition, % at 20 µM. 350,000 compounds, 0.78% hits. AID 504690;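 active = inhibition reaching at least a set limit at 20 µM in the primary screen, cut at about 59% in these data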;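 note: 0% = DMSO wells with substrate and 100% = DMSO wells lacking glucose-6-phosphate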
# SENP1 FRET inh – blocks the human SENP1 SUMO protease catalytic domain | Q9P0U3 | recombinant SENP1 catalytic domain, CyPet-SUMO1-YPet FRET cleavage | inhibition, % at 10 µM | 360,000 compounds, 0.21% hits;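 active = inhibition at least 30% at 10 µM, raw YFP signal under a set limit, fluorescence ratio 0.5 to 1.5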;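 note: 0% = enzyme with DMSO and 100% = no enzyme wells; some results filed as inactive read as strong as hits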
# Target sequence (Q9P0U3 419-644 limits assumed): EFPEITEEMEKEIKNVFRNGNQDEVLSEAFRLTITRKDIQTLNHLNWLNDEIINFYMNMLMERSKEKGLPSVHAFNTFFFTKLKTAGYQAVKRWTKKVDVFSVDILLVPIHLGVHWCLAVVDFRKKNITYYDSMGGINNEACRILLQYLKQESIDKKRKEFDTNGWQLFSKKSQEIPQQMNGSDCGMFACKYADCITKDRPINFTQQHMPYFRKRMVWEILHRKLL
#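 Compound: 10 µM single point, 0.5% DMSO; Test system: hSENP1 catalytic domain, recombinant; Timing: 50 min reaction at room temperature; Technique: FRET, CFP and YFP emission; Control set: no-enzyme wells low, DMSO-plus-enzyme wells high control.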
# GRIN3A LBD mod – modulates the human NR3A ligand-binding domain. NR3A LBD differential scanning fluorimetry, Tm shift; 0% = protein alone, 100% = glycine-bound protein. Tm shift relative to glycine control, % at 25 µM. 340,000 compounds, 2.5% hits. AID 1259313;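 active = melting temperature shift of at least 10% of the positive control shift, at one fixed dose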
# hIAP act – increases human intestinal alkaline phosphatase activity; P09923; purified human IAP, CDP-Star luminescence, 30 min; active compounds read high; 1 = vehicle-only enzyme, 0 = enzyme-free background; activation factor at 10 µM; 330,000 compounds, 0.16% hits;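 active = activation factor of the enzyme at least 2-fold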; note: the source names both 10 and 20 µM as test concentration; values of inactives mirror those of a sister screen read the other way
# Target sequence (P09923 whole entry, looked up): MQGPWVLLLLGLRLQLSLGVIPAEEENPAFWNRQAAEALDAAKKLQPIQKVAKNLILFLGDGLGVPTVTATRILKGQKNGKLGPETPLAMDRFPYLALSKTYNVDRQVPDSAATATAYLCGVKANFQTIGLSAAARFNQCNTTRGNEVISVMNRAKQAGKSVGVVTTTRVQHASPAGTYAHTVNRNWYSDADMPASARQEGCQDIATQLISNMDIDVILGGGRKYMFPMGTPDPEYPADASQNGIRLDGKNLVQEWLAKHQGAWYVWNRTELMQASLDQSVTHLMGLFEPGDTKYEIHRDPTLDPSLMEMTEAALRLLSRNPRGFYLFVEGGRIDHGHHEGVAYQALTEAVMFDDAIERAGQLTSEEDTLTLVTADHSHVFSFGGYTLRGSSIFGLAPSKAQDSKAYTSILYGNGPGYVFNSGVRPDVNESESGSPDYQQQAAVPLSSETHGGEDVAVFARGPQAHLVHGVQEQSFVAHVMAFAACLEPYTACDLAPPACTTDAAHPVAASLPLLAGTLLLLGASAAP
# SENP6 block – SENP6 protease inhibition; Recombinant SENP6 catalytic domain, aminoluciferin luminescence; inhibition, % at 10 µM; 330,000 compounds, 1.8% hits;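 active = inhibition above about 50% at the single tested dose, limit read from the data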;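 note: plate controls were DMSO wells with enzyme for no effect and DMSO wells lacking enzyme for full effect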
# MPTP inh – inhibitors of mitochondrial permeability transition pore | isolated mouse mitochondria, Ca2+ swelling absorbance, 30 min | inhibition, % at 10 µM | 360,000 compounds, 1.4% hits | AID 602449;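 active = inhibition of 50% or more, scaled per plate between neutral and stimulator controls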;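 note: 0% = DMSO wells given calcium and 100% = 1 mM EGTA wells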
# ATG4B inhibitor – blocks human ATG4B protease cleavage of LC3 substrate; ATG4B cleavage of LC3-PLA2, NBD-HPC fluorescence, 1 h; inhibition, % at 8.33 µM; 340,000 compounds, 0.51% hits; AID 504462; in the data active = inhibition above about 40%
# SENP8 inh – inhibitors of human SENP8 protease. AID 602440. Q96LD8. inhibition, % at 20 µM. 360,000 compounds, 0.64% hits. recombinant SENP8, Nedd8 substrate fluorescence; in the data active = inhibition mostly above about 40%, no sharp cut-off; inactive = mostly below about 27%
# Target sequence (Q96LD8 whole entry, looked up): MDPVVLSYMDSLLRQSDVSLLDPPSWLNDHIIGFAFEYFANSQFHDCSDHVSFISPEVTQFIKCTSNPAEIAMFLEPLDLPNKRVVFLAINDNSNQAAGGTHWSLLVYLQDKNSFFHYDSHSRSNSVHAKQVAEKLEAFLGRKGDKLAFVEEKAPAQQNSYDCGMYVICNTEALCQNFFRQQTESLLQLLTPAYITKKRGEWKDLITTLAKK
# The depositor's hits bear a star; . = not tested or not shown. Outcome played no part in choosing rows, and some 6.7% of all compounds hit somewhere here.
SMILES,PfG6PD inh,SENP1 FRET inh,GRIN3A LBD mod,hIAP act,SENP6 block,MPTP inh,ATG4B inhibitor,SENP8 inh
COc1ccc(CSc2n[nH]c(C)n2)cc1Br,3,1,.,1.2,-12,-0.5,-3,-2
Cc1cccc(NC(=O)CSc2nc3ccccc3nc2N2CCCC2)c1C,-1,-27,-1,1,-2,-0.7,-11,-177
COc1ccc(OC)c(CCNC(=O)CC2Oc3ccccc3NC2=O)c1 (configuration not stated),19,-1,1,1.2,-4,-2.6,-15,-2
Cc1cccc(C(=O)NNC(=O)C2CC2)c1,-4,0,-2,0.93,-14,-0.2,-4,6
N#Cc1ccc(CN2CCN(c3ccc(S(=O)(=O)N4CCCC4)cn3)CC2)cc1,0,0,0,1.1,-8,-1.3,-4,5
O=C(C1CCN(S(=O)(=O)c2cccnc2)CC1)N1CCN(c2ccc(Cl)cc2)CC1,-5,0,1,1.2,-9,5.3,4,-2
Cc1c(C)c2ccc(OCC(=O)NC3CCN(Cc4ccccc4)CC3)cc2oc1=O,5,-1,0,1,21,-0.8,2,-275
COc1ccc(OC)c(NC(=O)CNC(=O)Cn2ccc3ccccc3c2=O)c1,3,-2,-3,1.1,0,0.3,-2,-18
COc1ccc(CSc2nncn2C)cc1F,-11,2,3,1.3,1,0.4,2,17
Cc1cccc(C)c1OCC(=O)N1CC2(C)CC1CC(C)(C)C2 (configuration not stated),10,3,0,1.2,9,-1.1,-7,13
Cc1cc(C)cc(NC(=S)N(CCN2CCCCC2)Cc2ccco2)c1,11,-1,1,1.1,3,-1.7,3,19
CCOC(=O)C1=C(C)N(c2ccc(C)c(C)c2)C(=O)/C1=C\c1ccco1,8,2,0,1.1,-17,0.5,4,11
C=CCn1c(SCC(=O)NC(C)(C)C)nnc1-c1ccccc1O,6,4,0,0.73,-14,-1.7,1,15
COc1cc2c(cc1N)-c1ccc(N)cc1C2,54,-25,0,.,.,0.1,4,-440
COCCn1c(SCC(=O)Nc2ccc3c(c2)OCCO3)nc2ccccc2c1=O,-5,2,.,.,.,0.2,.,13
CCOc1ccc2[nH]c3c(N4CCN(c5ccccn5)CC4)ncnc3c2c1,52,-2,-3,1,-2,1.6,2,-321
CC(=O)Nc1ccc(C(=O)CSc2ncn(-c3ccccc3)n2)cc1,17,0,7,0.98,-9,-1.9,-17,31
Cc1cc(N=Nc2ccc3ccccc3c2)ccc1O,0,3,29*,0.72,98*,5.0,6,30
CC1CC(Nc2cccc(O)c2)=CC(=O)O1 (configuration not stated),-1,-6,0,0.91,-7,2.4,10,-1
COc1cccc(CN(C)CC2CCCN(CCc3ccccc3C)C2)c1 (configuration not stated),0,-1,-1,1.1,-11,1.3,-3,21
O=c1[nH]c2c(n(C3CCCCC3)c1=O)CCC2,-4,-2,1,1.1,12,2.8,-6,11
O=c1[nH][nH]c(-c2ccccc2)c1C=Nc1ccc(C(F)(F)F)cc1,11,2,0,1,7,2.3,-11,5
CCCc1ncc(CN2CCC(C(=O)Nc3cccc(-c4cscn4)c3)CC2)cn1,-1,1,0,1,3,0.0,-2,17
CCCCNS(=O)(=O)c1ccc(NS(=O)(=O)c2c(C)cc(C)cc2C)cc1,9,0,1,1.1,-9,-0.9,-16,12
Cc1ccccc1C1CCCN(Cc2nc(CC3CC3)no2)C1 (configuration not stated),6,-1,0,1.1,13,-0.6,-1,-9
CCOc1cc(S(=O)(=O)N2CCC(Cc3ccccc3)CC2)c(OCC)cc1-n1cnnn1,6,1,0,1,-25,2.1,-3,-94
CCCCOc1ccc(C(C)NC(=O)CCS(=O)(=O)Cc2ccc(Cl)cc2)cc1 (configuration not stated),-2,-1,0,1.1,-16,1.7,12,16
COc1cccc(C(=O)NCc2ccccc2OC)c1,-1,1,-1,1.1,11,0.6,-2,2
O=C(CS(=O)(=O)c1c[nH]c2ccccc12)Nc1ccc2c(c1)OCCO2,32,-2,-3,0.97,-33,-1.4,3,-8
O=S1(=O)c2ccccc2N=NN1Cc1ccc(Cl)cc1,13,3,-2,0.97,-11,0.7,7,-10
CCn1nc(C)c(CNC(=O)CC2C(=O)NCCN2CC(C)(C)C)c1C (configuration not stated),-16,-3,0,1,-5,-0.2,3,-2
O=C(Nc1nnc(Cc2ccccc2F)s1)Nc1ccccc1F,2,0,0,1,15,-0.3,4,0
COCC(=O)N1CCCN(c2nc3c(C)cccc3cc2C#N)CC1,1,-22,0,0.94,-17,-3.2,-6,-478
Cc1cc(N2CCCCC2)nc2c(C)cccc12,18,0,0,1,16,3.6,8,-406
CC(=O)N(C)c1ccc(NC(=O)c2cnn(C)c2)cc1,-17,2,0,0.99,-18,70*,0,9
Cc1noc(C)c1NC(=O)N(C)C[C@@H]1Oc2ccc(NS(=O)(=O)c3c(C)noc3C)cc2C(=O)N([C@H](C)CO)C[C@H]1C,-1,1,1,0.81,-16,1.5,-8,-2
S=c1[nH]nc(Cn2nnc3ccccc32)n1-c1ccccc1,9,3,1,1,1,-1.0,1,9
CCN(CC)c1ccc2c(C)c(Cl)c(=O)oc2c1,5,-28,1,1.7,6,-1.9,7,-430
CCc1nc2ccccc2nc1N1CCN(S(=O)(=O)c2ccccc2)CC1,1,-1,0,0.98,-2,4.7,3,-191
O=C(O)CSC(C(=O)Nc1ccc(Br)cc1)c1ccc(Cl)cc1 (configuration not stated),1,1,-33,0.93,-1,3.7,-5,17
CCN(CC)C(=O)c1ccc(S(=O)(=O)N2CCC(c3nc4ccccc4s3)CC2)cc1,0,1,1,1.1,-9,89*,-5,10
COC(=O)c1ccc(/C(O)=C(\C#N)c2nc3ccccc3s2)cc1,-17,-4,-6,1.3,91*,74*,4,6
COC(=O)C1=C(C)N(Cc2ccccc2)C(=O)N[C@H]1c1cccs1,-16,-3,3,0.89,1,-0.1,-5,7
CCCN(CC(=O)Nc1ccccc1C)C(=O)c1ccc(NC2CC2)c([N+](=O)[O-])c1,5,1,2,1,6,-0.6,-5,34
CCOc1cc(/C=N/Nc2ncnc(Cl)c2N)ccc1O,-1,2,-4,1,-8,0.5,-11,-266
CCn1cc(C(=O)N(C)CC(OC)OC)c(=O)c2cc(S(=O)(=O)N3CCOCC3)ccc21,-18,0,0,0.77,-12,-0.6,2,9
CCCn1c(SCC(=O)c2ccc(OC)c(OC)c2)nc2c1c(=O)n(C)c(=O)n2C,12,0,3,0.97,3,6.9,4,16
Cc1ccc(NC(=O)c2sccc2C)cc1[N+](=O)[O-],6,-1,-5,1,83*,-8.8,11,15
CSCCc1nc(SCC(=O)Nc2nnc(C)s2)[nH]c1C,-16,0,-11,1.1,7,-0.7,-9,3
O=C(OCc1nnc(-c2ccccc2)o1)c1ccc(S(=O)(=O)NCc2ccco2)cc1,10,1,2,1.1,-2,-0.5,-16,24
COc1ccccc1N1CCN(Cc2ccc(O)c3ncccc23)CC1,-16,-4,1,1.4,14,-1.1,-4,12
COc1ccc(NC(=O)Nc2cc(C(=O)O)ccc2N2CC3CC(C2)c2cccc(=O)n2C3)c(OC)c1 (configuration not stated),11,3,-2,1.2,-9,-0.3,-2,6
Cc1ccc2c(c1)C1CN(C)CCC1N2C(=O)c1ccccc1NS(=O)(=O)c1ccc(F)cc1C (configuration not stated),-2,1,-2,1.1,-7,-0.2,-10,5
CC(C)(C)OC(=O)[C@H](Cc1ccccc1)NC(=O)c1nc[nH]c1C(=O)N[C@@H](Cc1ccccc1)C(=O)OC(C)(C)C,22,2,-25,1.4,-2,-0.4,-4,16
CCOc1ccc(OCCn2c(=S)[nH]c3c(N)ncnc32)cc1,47,-2,3,1,2,-0.5,-5,11
CCc1cccc(NC(=O)CN(C)C2=NS(=O)(=O)c3ccccc32)c1,-4,-2,2,1,-24,3.9,4,12
O=C(c1ccc2c(c1)OCO2)N1CCCc2ccccc21,10,-4,0,1.2,-12,5.6,4,10
COc1cc(C(=O)O/N=C(\N)c2cccc([N+](=O)[O-])c2)cc(OC)c1OC,14,2,14*,0.86,-19,3.8,-9,24
C=CCN1CCN(c2ccncc2S(=O)(=O)N2CCOCC2)CC1,4,0,1,1.1,6,-0.9,-10,8
COc1ccc(C2=CC(=O)C[C@H](c3ccc(F)cc3)C2)cc1OC,11,-3,-5,0.95,-5,-2.0,-9,-454

# Overlap with the part before: 4 compounds, then new ones.
SMILES,PfG6PD inh,SENP1 FRET inh,GRIN3A LBD mod,hIAP act,SENP6 block,MPTP inh,ATG4B inhibitor,SENP8 inh
O=C(c1ccc2c(c1)OCO2)N1CCCc2ccccc21,10,-4,0,1.2,-12,5.6,4,10
COc1cc(C(=O)O/N=C(\N)c2cccc([N+](=O)[O-])c2)cc(OC)c1OC,14,2,14*,0.86,-19,3.8,-9,24
C=CCN1CCN(c2ccncc2S(=O)(=O)N2CCOCC2)CC1,4,0,1,1.1,6,-0.9,-10,8
COc1ccc(C2=CC(=O)C[C@H](c3ccc(F)cc3)C2)cc1OC,11,-3,-5,0.95,-5,-2.0,-9,-454
COCCN1C(=O)N[C@@H](c2cccc(F)c2)C(C(=O)OC)=C1C,7,-1,0,1,-3,-1.0,-8,23
O=C(CSc1nnc(Cc2csc(Nc3cccc(Cl)c3)n2)o1)N1CCc2ccccc21,5,-32,1,1.1,-13,-7.8,3,1
CCOC(=O)[C@H]1[C@H]2COc3ccc(C)cc3[C@@H]2N2C(=O)c3cc(OC)c(OC)cc3NC(=O)[C@@]12C,3,-2,-1,0.93,-13,-0.3,3,-18
Cc1cccc(C(C(C(=O)c2ccccc2)N2CCOCC2)N2CCOCC2)c1 (configuration not stated),-2,0,5,.,.,-0.7,-10,10
CCn1c(SCC(=O)NC2CCCCC2)nnc1-c1ccccc1F,3,2,1,1.1,2,0.0,-7,17
COc1ccc(NS(=O)(=O)c2ccc3oc(SC4CCOC4=O)nc3c2)cc1 (configuration not stated),2,1,-3,1.1,-15,0.7,-11,18
Cc1ccc(SCc2c(C(=O)N/N=C/c3ccc(C)o3)nnn2-c2nonc2N)cc1,6,1,.,.,.,0.5,.,-82
C=CCSc1ccsc1C(=O)O,9,-1,-1,0.99,0,0.2,-6,2
COc1cccc(C(=O)Nc2cccnc2)c1,-8,-5,-7,0.87,12,-2.6,-10,6
O=C(OCCc1cc2ccccc2c(=O)o1)c1ccco1,14,1,1,0.91,10,-2.3,-8,0
COc1cc2c(C(=O)OCCN(C)C)c(CSc3ccccc3)n(C)c2cc1Br,-2,-1,-1,1.1,-8,-0.5,0,14
Cc1cc(=O)c(C(=O)Nc2cccc(C(=O)NC3CC3)c2)nn1-c1ccccc1Cl,-7,1,-2,0.93,5,0.1,-5,14
CC(C)N1CCN(Cc2ccc(OC3CCCC3)cc2)CC1CCO (configuration not stated),2,1,-2,1.2,3,0.7,-9,10
O=C(Nc1ccc(Cl)cc1N1CCOCC1)C1CCCO1 (configuration not stated),0,-1,-1,0.96,-10,0.9,-2,-405
Cn1cccc1Cc1nnc(SCC(=O)NCCc2ccccc2)n1C,4,2,-1,0.93,-5,-0.3,-1,12
COc1ccc(CCN(C(=O)C(F)(F)F)C(C(=O)NC2CCCC2)c2cccs2)cc1OC (configuration not stated),23,1,2,0.77,12,0.3,-12,9
CCOC(=O)c1[nH]c(C)c(C(=O)OCc2ccccc2F)c1C,-1,0,3,0.91,-21,1.1,1,15
CC(C)(C)OC(=O)N1CCC(CC2CC(c3ccccc3)=NO2)(C(=O)NCc2ccccc2)CC1 (configuration not stated),9,3,-1,0.99,-6,-1.2,-10,14
COc1ccc(CCNC(=O)c2cc3c(=O)n4ccccc4nc3n(CC3CCCO3)c2=N)cc1 (configuration not stated),0,-20,0,.,.,0.2,-17,-179
O=[N+]([O-])c1ccc(CP(=O)(c2ccccc2)c2ccccc2)cc1,-10,3,1,0.92,6,0.6,2,24

# High-throughput results: PubChem BioAssay, Sanford-Burnham Center for Chemical Genomics
